BH1578 lux ind: inducers of Vibrio cholerae quorum light production without autoinducers, primary screen, BH1578 luxS cqsA deficient, single point; V. cholerae BH1578 lux reporter, luminescence, 6 h; activation, % at 18.7 µM; actives 0.16% (n = 350,000); in the data active means activation mostly above about 9.7%, no sharp cut-off; further: not every result past the cut was called active; inactives centre near 0; reference of the scale not given here
SARS 3CLpro inh: SARS-CoV 3CLpro protease inhibitors, primary screen, biochemical, quenched FRET; Replicase polyprotein 1ab (Severe acute respiratory syndrome coronavirus), P0C6X7; recombinant SARS-CoV 3CLpro, quenched FRET peptide cleavage; inhibition, % at 6 µM; actives 0.14% (n = 290,000); AID 1706, 2009; in the data active means inhibition above about 12%
SSB-PriA inh: inhibitors of Klebsiella pneumoniae PriA binding to SSB C-terminal tail, primary screen, biochemical, AlphaScreen; AlphaScreen SSBct-PriA binding, biotinylated peptide; inhibition, % at 33 µM; actives 0.6% (n = 430,000); in the data active means inhibition mostly above about 37%, no sharp cut-off; inactive means mostly below about 20%;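 further: plate controls were negative control peptide for no effect and reference peptide for full effect; strong numbers were not always called active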
MazEF act: activators of E. coli MazEF toxin-antitoxin RNase, primary screen, biochemical, fluorescence, uHTS; Endoribonuclease toxin MazF (Escherichia coli (strain K12)), P0AE70; FAM/BHQ RNA-DNA oligo cleavage fluorescence, 5 h; actives 0.32% (n = 350,000); activation, % at 20 µM; in the data active means activation above about 50%
Target sequence (P0AE70 whole entry, looked up): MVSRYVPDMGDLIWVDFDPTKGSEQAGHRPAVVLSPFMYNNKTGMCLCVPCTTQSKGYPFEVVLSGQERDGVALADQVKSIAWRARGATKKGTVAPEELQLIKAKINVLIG
VHR inh abs: VHR1 phosphatase inhibitors, primary screen, biochemical, absorbance, uHTS. recombinant VHR phosphatase, pNPP absorbance. inhibition, % at 13.3 µM. AID 1654, 2009. Dual specificity protein phosphatase 3 (Homo sapiens), P51452. actives 0.52% (n = 290,000); in the data active means inhibition above about 50%; further: some compounds called inactive have numbers as strong as hits
Target sequence (P51452 whole entry, looked up): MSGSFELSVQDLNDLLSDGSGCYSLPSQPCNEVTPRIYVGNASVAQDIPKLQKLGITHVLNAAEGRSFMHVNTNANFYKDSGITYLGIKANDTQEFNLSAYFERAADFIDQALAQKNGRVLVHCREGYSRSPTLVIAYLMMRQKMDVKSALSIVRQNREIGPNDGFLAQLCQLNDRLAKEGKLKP
GDH-TPI counter: GDH-TPI coupling enzyme inhibitors, primary screen, artefact control for M. tuberculosis FBA inhibitor project, biochemical, absorbance, full deck; GDH-TPI coupled enzyme counterscreen, NADH absorbance; inhibition, % at 4.8 µM; actives 1.2% (n = 360,000); in the data active means inhibition above about 30%;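 further: 0% = DMSO wells and 100% = wells lacking the enzyme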
Mtb BioA inh: M. tuberculosis BioA enzyme inhibitors, primary screen, biochemical, plate reader, single point, HTS; inhibition, % at 9.99 µM; 7,8-diaminopelargonic acid synthase BioA (Mycobacterium tuberculosis); AID 602481, 2012; actives 0.096% (n = 360,000); purified M. tuberculosis BioA enzyme; in the data active means inhibition above about 40%
Rv3671c inh: Rv3671c serine protease inhibitors, primary screen, biochemical, fluorescence polarization, M. tuberculosis H37Rv; inhibition, % at 5.96 µM; actives 0.048% (n = 320,000); in the data active means inhibition above about 38%;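 further: extracellular domain of Rv3671c used as enzyme; 0% = enzyme with DMSO and 100% = no enzyme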
Mtb UGM inh: M. tuberculosis UGM enzyme inhibitors, primary screen, biochemical, fluorescence polarization, single point; purified UGM, fluorescence polarization probe displacement; actives 0.06% (n = 320,000); inhibition, % at 10 µM; AID 504406, 2011; UDP-galactopyranose mutase (Mycobacterium tuberculosis (strain ATCC 25618 / H37Rv)), …; in the data active means inhibition above about 10%, passing the limit was not always enough
Target sequence (P9WIQ1 whole entry, looked up): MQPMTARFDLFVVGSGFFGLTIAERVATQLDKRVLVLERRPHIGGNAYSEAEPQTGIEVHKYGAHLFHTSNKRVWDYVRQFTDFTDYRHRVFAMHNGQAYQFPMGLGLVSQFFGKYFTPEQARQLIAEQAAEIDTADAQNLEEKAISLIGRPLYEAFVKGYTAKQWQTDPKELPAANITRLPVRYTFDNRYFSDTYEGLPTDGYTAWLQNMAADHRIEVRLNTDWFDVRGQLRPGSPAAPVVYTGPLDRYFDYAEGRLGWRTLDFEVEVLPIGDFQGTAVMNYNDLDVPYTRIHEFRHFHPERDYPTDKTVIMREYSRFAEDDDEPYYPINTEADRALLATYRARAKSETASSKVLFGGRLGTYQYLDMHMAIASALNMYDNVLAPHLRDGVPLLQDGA
Mtb FBA inh: Mtb FBA enzyme inhibitors, primary screen, biochemical, fluorescence, strain H37Rv | Fructose-bisphosphate aldolase (Mycobacterium tuberculosis (strain ATCC 25618 / H37Rv)), … | purified M. tuberculosis FBA, fluorescence read-out | inhibition, % at 1 µM | actives 2.3% (n = 360,000) | AID 588726, 2011; in the data active means inhibition above about 27%;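 further: 0% = vehicle and 100% = reference inhibitor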
Target sequence (P9WQA3 whole entry, looked up): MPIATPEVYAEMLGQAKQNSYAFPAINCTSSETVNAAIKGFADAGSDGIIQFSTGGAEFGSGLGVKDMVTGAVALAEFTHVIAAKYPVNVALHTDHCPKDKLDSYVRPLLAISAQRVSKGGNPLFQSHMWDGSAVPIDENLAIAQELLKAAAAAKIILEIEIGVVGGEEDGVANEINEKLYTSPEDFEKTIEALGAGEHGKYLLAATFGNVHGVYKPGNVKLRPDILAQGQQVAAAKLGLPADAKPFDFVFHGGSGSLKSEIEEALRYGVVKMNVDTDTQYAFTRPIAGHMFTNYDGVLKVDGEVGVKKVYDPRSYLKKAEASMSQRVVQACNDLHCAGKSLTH
Starred values were filed as active, the others as inactive; i = inactive; · = not tested or not shown; & = joins results of further samples. The list is partial; rates above refer to the full screens.

SMILES	BH1578 lux ind	SARS 3CLpro inh	SSB-PriA inh	MazEF act	VHR inh abs	GDH-TPI counter	Mtb BioA inh	Rv3671c inh	Mtb UGM inh	Mtb FBA inh
COc1ccccc1NS(=O)(=O)c1ccc(C)c(C(=O)Nc2ccc(S(=O)(=O)Nc3onc(C)c3C)cc2)c1	-5.0	·	5.0	-6.4	·	2.7	1.1	·	·	-1.5
CCCCCOC(=O)C(C)Sc1n[nH]c(=O)[nH]c1=O (centres undefined)	-2.1	1.1	-5.8	0.6	-1.8	-3.4	·	10.4	-2.2	2.7
CCOCCCNC(=O)C(NC(=O)c1ccc2c(c1)OCO2)c1ccc(OC)cc1 (centres undefined)	-0.2	2.4	-4.5	-5.7	-5.9	-2.0	-3.2	4.3	-5.7	-4.0
COc1cc2c(cc1OC)CN(C(=O)c1ccc(S(=O)(=O)N3CCCC3)cc1)CC2	-0.5	-1.7	-9.3	1.1	25.0	-10.3	·	5.0	0.0	2.7
CC1CN(c2nnnn2-c2ccccc2)CC(C)O1 (centres undefined)	-2.2	5.9	1.1	-0.5	15.4	4.1	1.1	-2.0	0.4	2.5
CCOc1ccccc1NC(=O)C1CCC(CNc2c(N3CCCCC3)c(=O)c2=O)CC1 (centres undefined)	-0.4	3.7	-8.6	11.9	13.8	1.2	-3.0	5.4	5.6	-2.1
O=C(OC(C(=O)Nc1ccc(Cl)cc1C(F)(F)F)c1ccccc1)c1c(Cl)cccc1Cl (centres undefined)	-0.4	1.9	-20.4	-5.0	4.7	7.9	·	-24.3	4.6	2.5
COc1cc(C(=O)NC(C)Cc2cccs2)cc(OC)c1OC (centres undefined)	-8.3	7.7	-6.9	-1.4	26.2	5.7	0.7	-1.0	1.0	0.2
COC(=O)c1[nH]c2ccccc2c1NC(=O)Oc1ccccc1	0.5	-2.7	-9.6	4.4	31.6	3.6	-2.6	-2.3	-1.9	1.5
O=C(N/N=C1\CCc2ccccc21)c1ccccc1Cl	-0.8	3.4	·	-3.6	-7.0	5.5	1.3	1.4	4.6	0.5
O=C(CN1CCN(S(=O)(=O)c2ccc(Br)cc2)CC1)Nc1ccccc1C(=O)c1ccccc1	-0.2	6.2	-4.4	-2.1	8.5	0.0	4.9	-3.6	-1.5	-1.0
CCCC(=O)Nc1nc2ccc(OCC)cc2s1	-0.2	-7.8	-0.1	7.2	29.6	1.4	-0.9	5.2	-0.2	3.1
CCC(=O)Nc1nc2nc(-c3ccccc3)cc(=O)n2[nH]1	i	-2.1	-16.5	2.9	4.8	6.6	·	11.8	1.3	-1.3
CCc1ccc(C(CC(=O)O)N2Cc3ccccc3C2=O)cc1 (centres undefined)	i	-3.3	12.3	4.3	11.3	-2.6	-0.6	3.9	-1.9	-0.1
COc1ccc(OCC(=O)OCC(=O)c2ccc(OC)c(F)c2)cc1	i	·	-11.5	9.1	·	-3.5	0.0	-3.1	1.2	-1.5
CN(/N=C/c1cccnc1)C1=NS(=O)(=O)c2ccccc21	0.7	0.4	·	-6.2	-4.5	27.6	·	-1.6	-3.2	0.3
CCCNC(=O)c1ccc(N2CCC3(CC2)CC(c2cccc(Br)c2)=NO3)c(NC(=O)c2ccco2)c1	i	·	10.5	-24.9	·	-2.2	-5.0	-37.5	0.4	-2.1
Nc1nc(Cn2nnc(-c3ccccc3Cl)n2)nc(N2CCOCC2)n1	i	-1.2	-9.3	-7.2	17.2	8.9	-1.5	-7.6	0.9	-3.8
CCCCN1C=C(C(C)=O)C(=O)CC1	-1.1	·	2.6	-1.3	·	-9.4	0.3	·	·	1.3
CC(=O)c1c(OC(=O)c2ccccc2)ccnc1C(F)(F)F	-5.5	·	6.5	9.3	·	6.4	-0.7	-4.9	2.3	-0.8
COc1ccc(/C=N/Nc2nnc(-c3ccccc3)c(=O)[nH]2)cc1	-0.6	-2.8	·	4.7	20.9	35.4*	0.1	3.2	0.7	-4.0
Cc1ccc(NC(=O)COC(=O)CCC(=O)c2cccs2)cc1	-0.4	2.3	-6.4	-8.3	-10.4	-5.7	·	-5.3	0.2	-2.9
Cc1ccc(OCCn2c3ccccc3n3nc(C)c(=O)nc23)cc1	-0.5	0.6	-13.3	-0.1	47.1	8.7	·	3.0	-1.7	-3.5
COC(=O)c1ccc(NC(=O)C2CCN(C(=O)Nc3ccccc3)CC2)cc1	-0.8	·	-19.5	3.1	·	9.9	0.7	-0.5	0.0	2.6
CC(=O)Nc1ccc(Cl)cc1C(=O)O	0.7	-2.9	-14.7	7.9	-5.1	5.0	0.7	1.2	1.8	12.2

As entered above:
CCCCN1C=C(C(C)=O)C(=O)CC1 – MazEF act = -1.3
CCC(=O)Nc1nc2nc(-c3ccccc3)cc(=O)n2[nH]1 – VHR inh abs = 4.8

(more compounds)
SMILES	BH1578 lux ind	SARS 3CLpro inh	SSB-PriA inh	MazEF act	VHR inh abs	GDH-TPI counter	Mtb BioA inh	Rv3671c inh	Mtb UGM inh	Mtb FBA inh
CCc1ccc(C2CC(=O)N(c3cccc(F)c3)C3=C2C(=O)OC3)cc1 (centres undefined)	i	-2.3	-11.6	-2.6	40.5	6.9	·	7.0	-0.2	0.9
O=C(CN1CCN(C(=S)NC2CCCC2)CC1)Nc1ccc(Oc2ccccc2)cc1	-0.1	2.6	3.2	4.7	34.8	-5.6	·	-1.9	0.9	-0.4
CC(C)(C(=O)N1CCC1(C)C(=O)NS(=O)(=O)c1cccc(F)c1)c1ccccc1 (centres undefined)	-4.5	·	·	·	·	-8.8	-1.7	·	·	0.0
Cc1cc(N/N=C/c2c[nH]c3ccccc23)c2ccccc2n1	-0.1	2.0	·	3.9	6.9	3.0	-2.1	-0.5	1.5	3.4
CCOC(=O)N1CCN(C(=O)c2ccc(NC(C)=O)cc2)CC1	-7.1	1.7	11.4	3.6	35.7	11.7	-1.5	-0.5	0.1	0.0
CSc1ccc(/C=C/C(=O)c2ccc(NC(C)=O)cc2)cc1	i	-7.8	9.8	-0.8	3.6	26.7	-2.1	-71.0	-2.5	0.6
c1ccc(N2CCN(Cc3cn4ccccc4n3)CC2)cc1	i	0.6	-0.2	-14.9	16.5	1.3	·	0.5	-1.5	1.0
CC(CNC(=O)COC(=O)c1cccs1)c1ccccc1 (centres undefined)	-0.3	·	-9.5	4.4	·	15.4	-2.1	-11.3	0.0	2.3
CC(C)c1nc(N2CCOCC2)c(C#N)c2c1COC(C)(C)C2	i	-0.6	-15.9	4.5	1.9	5.2	0.7	-1.3	0.4	48.2*
O=C(CN1C(=O)NC2(CCCCC2)C1=O)Nc1ccc2c(c1)OCCCO2	i	·	2.1	4.4	·	-6.7	1.3	-6.6	-4.4	1.2
CC(=O)Nc1ccc(/C(C)=N/NS(=O)(=O)c2ccc(C)cc2)cc1	-1.3	-1.3	·	-6.1	11.7	-0.6	-0.4	-4.0	0.3	-6.0
CC(c1ccco1)N(C(=O)c1ccccc1F)c1ccccn1 (centres undefined)	-0.5	1.4	-2.2	16.3	24.2	0.6	·	4.1	-1.7	6.2
Cc1ccc(SCC(=O)c2c(C)[nH]c3ccccc23)cc1	-0.5	2.5	-13.5	-6.1	4.6	-3.7	·	-2.1	-1.6	-3.5
COc1ccc(NC(=O)c2cc(-c3ccc(F)cc3OC(C)C)n[nH]2)cn1	-4.5	·	·	·	·	8.2	-1.0	·	·	-2.2
NNC(=O)C1CCCn2c1nc1sc3c(c1c2=O)CCCC3 (centres undefined)	-14.3	3.9	-7.8	6.5	7.6	9.3	-2.0	-10.2	0.4	-0.9
O=C(NCc1ccccc1)c1cc(C2CCCCN2C(=O)OCCF)on1 (centres undefined)	-0.1	·	·	·	·	-3.5	-0.2	·	·	-2.6
COc1cc(C)ccc1OCc1cc(C(=O)N2CCN(C)C[C@@H]2c2ccccc2)no1	-0.3	-5.6	-3.6	-3.4	23.9	18.4	-1.6	-2.9	4.5	3.2
COc1ccccc1NC(=O)c1c(NC(=O)c2ccco2)sc2c1CCC2	-0.4	5.8	-14.2	-19.2	29.9	3.5	-2.8	-4.5	-1.9	8.2
CCCN[C@H]1CCc2nc(N)sc2C1	i	·	-7.7	-0.2	·	10.1	-0.1	6.1&1.6	-0.9&0.2	3.1
COC(=O)c1c(NC(=O)COC(=O)C2CCC2)sc(C)c1C	-2.0	·	1.6	-5.2	·	3.1	·	-4.0	-0.3	-0.2
Cc1ccc(OCCn2cc(C=O)c3ccccc32)cc1	-0.8	2.8	27.5	-15.5	6.4	2.6	2.1	-1.2	-1.6	2.8
Fc1ccc(CNCc2ccccc2C(F)(F)F)cc1	-0.2	-0.2	-10.8	-2.1	3.5	-3.3	·	-10.9	-0.4	3.7
CC(C)CCOC(=O)C(C)Sc1n[nH]c(=O)[nH]c1=O (centres undefined)	0.2	0.8	-1.9	-0.7	-6.4	5.2	·	-1.8	1.6	3.2
CCn1c(=O)n(CC)c2cc(N3CCCC3)c(NC(=O)c3c(F)cccc3F)cc21	i	4.4	37.1	-23.7	57.0*	14.2	3.2	2.2	0.7	4.5
CCC(=O)Nc1ccccc1C(=O)N1CCCC1	·	6.8	-0.9	2.8	15.2	-5.9	-0.8	4.5	2.3	-4.0

(next part)
SMILES	BH1578 lux ind	SARS 3CLpro inh	SSB-PriA inh	MazEF act	VHR inh abs	GDH-TPI counter	Mtb BioA inh	Rv3671c inh	Mtb UGM inh	Mtb FBA inh
CC(=O)N1c2ccccc2NC2=C(C(=O)CCC2)C1c1cccnc1 (centres undefined)	2.9	-0.5	-7.8	8.0	29.4	28.4	-1.7	4.6	0.8	-0.9
CC(=O)c1cccc(NS(=O)(=O)c2ccc(N/C=C\C(=O)c3ccc(C)cc3)cc2)c1	-0.3	-2.6	0.9	10.8	27.0	16.9	-1.4	-20.9	0.8	3.2
O=S(=O)(NC(=S)c1ccccc1)c1ccc(Cl)cc1	-1.5	4.2	2.7	-3.2	20.3	-2.2	0.0	-0.1	-0.6	-0.3
C/C=C/c1ccc(OC)c(OC(C)=O)c1	-1.7	-1.7	-4.4	2.0	-12.4	-14.0	·	6.3	0.3	1.3
O=C(Cc1ccccc1)c1c[nH]c(C(=O)NCCCn2ccnc2)c1	·	-4.6	·	·	9.3	·	·	8.5	-1.3	·
NNC(=O)c1cc(-c2ccco2)[nH]n1	-0.3	-5.0	-11.2	0.0	23.3	5.8	·	5.5	-0.1	0.3
CCc1nc2ccc(C(=O)NCCC(C)C)cn2c1N(CC)CCN(C)C	-0.3	·	·	·	·	-0.9	-1.0	·	·	-1.1
CCN(CCCNC(=O)CCNC(=O)Cn1cnc2ccccc2c1=O)c1cccc(C)c1	-7.1	2.8	-12.1	1.7	-18.1	-6.2	-0.3	-8.4	-0.7	-4.7
O=C(N/N=C/c1ccc(O)cc1O)C1CC1	i	·	·	8.6	·	19.9	-1.4	3.2	0.0	3.5

Just Mtb UGM inh, Mtb FBA inh and VHR inh abs, for 3 of the compounds above:
smiles,Mtb UGM inh,Mtb FBA inh,VHR inh abs
COC(=O)c1[nH]c2ccccc2c1NC(=O)Oc1ccccc1,-1.9,1.5,31.6
O=C(N/N=C1\CCc2ccccc21)c1ccccc1Cl,4.6,0.5,-7.0
O=C(CN1CCN(S(=O)(=O)c2ccc(Br)cc2)CC1)Nc1ccccc1C(=O)c1ccccc1,-1.5,-1.0,8.5

Source: PubChem (several laboratories)
